Screens from PubChem.
Mtb FBA inh – inhibits M. tuberculosis FBA enzyme; P9WQA3; purified M. tuberculosis FBA, fluorescence read-out; inhibition, % at 1 µM; hit rate 2.3% among 360,000; in the data active = inhibition above about 27%;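 note: 0% = vehicle and 100% = reference inhibitor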
Target sequence (P9WQA3 whole entry, looked up): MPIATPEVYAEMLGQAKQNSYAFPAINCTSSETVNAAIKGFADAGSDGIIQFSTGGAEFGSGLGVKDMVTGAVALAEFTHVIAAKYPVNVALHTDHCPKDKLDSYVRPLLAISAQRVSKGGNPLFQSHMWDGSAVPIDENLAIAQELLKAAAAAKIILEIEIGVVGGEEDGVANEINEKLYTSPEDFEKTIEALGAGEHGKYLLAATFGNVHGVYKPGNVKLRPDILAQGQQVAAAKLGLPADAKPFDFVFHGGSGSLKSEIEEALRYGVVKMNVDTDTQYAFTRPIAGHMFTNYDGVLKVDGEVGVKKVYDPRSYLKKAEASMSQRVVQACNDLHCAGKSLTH
CCHF vOTU inh – blocks the CCHF virus ovarian tumor domain protease; CCHFV vOTU protease, Pep-AMC fluorescence; inhibition, % at 11.5 µM; hit rate 0.55% among 370,000; AID 651958; note: 0% = vehicle wells with enzyme and 100% = no enzyme wells
MazF activator – MazEF (E. coli) toxin RNase activation; activation, % at 20 µM; hit rate 0.32% among 350,000; FAM/BHQ RNA-DNA oligo cleavage fluorescence, 5 h; P0AE70; in the data active = activation above about 50%
GDH-TPI counter – counter-screen for M. tuberculosis FBA inhibitors: GDH-TPI coupled enzymes; GDH-TPI coupled enzyme counterscreen, NADH absorbance; inhibition, % at 4.8 µM; hit rate 1.2% among 360,000; AID 588335;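 note: 0% = DMSO wells and 100% = wells lacking the enzyme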
FadD28 binding – blocks FadD28 binding to the bisubstrate probe; inhibition, % at 12.5 µM; fluorescence polarization; AID 588549; hit rate 0.22% among 360,000; in the data active = inhibition above about 8.5%, passing the limit was not always enough
BoNT F protease – blocks Botulinum neurotoxin F light chain protease | Multiplex microsphere protease cleavage assay, flow cytometry | inhibition, % at 10 µM | hit rate 0.22% among 360,000; in the data active = inhibition above about 35%, passing the limit was not always enough; note: plate controls were buffer without enzyme for full effect and enzyme alone for no effect
Mtb BioA inh – inhibitors of Mycobacterium tuberculosis BioA enzyme. hit rate 0.096% among 360,000. inhibition, % at 9.99 µM. purified M. tuberculosis BioA enzyme, plate reader; in the data active = inhibition above about 40%
Mtb UGM inh – blocks M. tuberculosis UGM enzyme; purified UGM, fluorescence polarization probe displacement; inhibition, % at 10 µM; hit rate 0.06% among 320,000; in the data active = inhibition above about 10%, passing the limit was not always enough
DUSP3 inh – DUSP3 (human) phosphatase inhibition; hit rate 0.52% among 290,000; recombinant VHR phosphatase, pNPP absorbance; inhibition, % at 13.3 µM; P51452; in the data active = inhibition above about 50%; note: some compounds called inactive have numbers as strong as hits
Target sequence (P51452 whole entry, looked up): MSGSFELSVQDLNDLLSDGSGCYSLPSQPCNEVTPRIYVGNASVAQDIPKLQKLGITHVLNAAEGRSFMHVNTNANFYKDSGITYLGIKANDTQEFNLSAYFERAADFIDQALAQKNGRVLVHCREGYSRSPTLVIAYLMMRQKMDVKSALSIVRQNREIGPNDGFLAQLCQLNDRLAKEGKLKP
Rv3671c inh – inhibits the M. tuberculosis serine protease Rv3671c; P9WHR9; inhibition, % at 5.96 µM; hit rate 0.048% among 320,000; AID 2606; in the data active = inhibition above about 38%;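 note: extracellular domain of Rv3671c used as enzyme; 0% = enzyme with DMSO and 100% = no enzyme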
Target sequence (P9WHR9 whole entry, looked up, the tested form may be a part): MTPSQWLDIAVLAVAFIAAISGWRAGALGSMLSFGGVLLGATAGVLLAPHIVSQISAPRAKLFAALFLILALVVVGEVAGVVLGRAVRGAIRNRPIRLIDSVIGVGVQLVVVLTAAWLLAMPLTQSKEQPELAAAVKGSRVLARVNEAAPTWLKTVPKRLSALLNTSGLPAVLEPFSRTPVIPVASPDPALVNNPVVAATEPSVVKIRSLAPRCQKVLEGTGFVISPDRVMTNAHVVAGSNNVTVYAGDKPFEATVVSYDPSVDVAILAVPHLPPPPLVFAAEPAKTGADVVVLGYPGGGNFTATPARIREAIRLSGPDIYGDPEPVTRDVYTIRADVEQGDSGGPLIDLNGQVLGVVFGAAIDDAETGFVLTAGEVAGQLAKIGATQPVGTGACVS
* hit, by the source's call. Cut-off read from the data, not from the text of the source, unless noted: active = inhibition above about 30%; inactive = the rest.

What do the screens show for `O=C1C(=NO)C(c2ccccc2)Oc2ccccc21` (configuration not stated)?
Mtb FBA inh: -1; CCHF vOTU inh: 4; MazF activator: 9; GDH-TPI counter: 0; FadD28 binding: -2.4; BoNT F protease: -4; Mtb BioA inh: 3.0

Results for CN(CC(=O)N1CCCc2c1c(=O)oc1ccc(O)cc21)Cc1ccccc1 ?
Mtb FBA inh: 0; CCHF vOTU inh: -1; MazF activator: 5; GDH-TPI counter: 3; FadD28 binding: -2.5; BoNT F protease: -5; Mtb BioA inh: 18; Mtb UGM inh: 0.1; DUSP3 inh: 14; Rv3671c inh: 3

How did O=C(NCCc1ccncc1)Nc1ccc(Cl)c(Cl)c1 do in these assays?
Mtb FBA inh: -1; CCHF vOTU inh: -12; MazF activator: 4; GDH-TPI counter: 3; FadD28 binding: -4.9; BoNT F protease: 2; Mtb UGM inh: 1.3; DUSP3 inh: 20; Rv3671c inh: 6

Results for Cc1noc2ncnc(Oc3ccc(F)cc3)c12 ?
Mtb FBA inh: 4; CCHF vOTU inh: -4; MazF activator: -4; GDH-TPI counter: 6; FadD28 binding: 0.7; BoNT F protease: -7; Mtb BioA inh: 0.3; DUSP3 inh: 10; Rv3671c inh: -5

Results for O=C(CN1CCC(C(=O)c2ccc3c(c2)OCCO3)CC1)Nc1ccccc1F ?
Mtb FBA inh: -1; CCHF vOTU inh: 7; MazF activator: -4; GDH-TPI counter: 5; FadD28 binding: 1.0; BoNT F protease: 3; Mtb BioA inh: -2.2; Mtb UGM inh: -0.5; DUSP3 inh: 20; Rv3671c inh: -3

How did O=[N+]([O-])c1ccc(S(=O)(=O)N/N=C/c2ccsc2)cc1 do in these assays?
Mtb FBA inh: 1; CCHF vOTU inh: 12; MazF activator: 3; GDH-TPI counter: 7; FadD28 binding: -0.9; BoNT F protease: -1; Mtb BioA inh: -1.9; Mtb UGM inh: 1.0; DUSP3 inh: -2

Results for CCCCNC(=O)/C(=C\c1ccc([N+](=O)[O-])o1)NC(=O)c1ccccc1 ?
Mtb FBA inh: -3; CCHF vOTU inh: 3; MazF activator: -17; GDH-TPI counter: 5; FadD28 binding: -0.2; BoNT F protease: -8; Mtb UGM inh: 1.1; DUSP3 inh: 19; Rv3671c inh: 7

How did CC1(C(=O)NC2CCCCC2)CCC(=O)N1Cc1ccc2c(c1)OCO2 (configuration not stated) do in these assays?
Mtb FBA inh: 1; CCHF vOTU inh: 4; MazF activator: 6; GDH-TPI counter: 2; FadD28 binding: 0.8; BoNT F protease: 7; Mtb BioA inh: 2.1; Mtb UGM inh: 1.1; DUSP3 inh: 21; Rv3671c inh: 1

What do the screens show for `COc1ccc(NC(=O)COc2cccc3c2CCN(C)C3=O)c(OC)c1`?
Mtb FBA inh: 2; CCHF vOTU inh: 15; MazF activator: 0; GDH-TPI counter: 4; FadD28 binding: -1.6; BoNT F protease: -5; Mtb BioA inh: -0.7; Mtb UGM inh: 4.8; DUSP3 inh: 14; Rv3671c inh: -2

How did COc1ccc(NS(=O)(=O)c2cc(NC(=O)c3ccccc3F)ccc2N2CCCC2)cc1 do in these assays?
Mtb FBA inh: -1; CCHF vOTU inh: 4; MazF activator: -8; GDH-TPI counter: 7; FadD28 binding: -0.2; BoNT F protease: -7; Mtb UGM inh: 2.2; DUSP3 inh: 21; Rv3671c inh: -20

Results for O=C(NCCc1ccccn1)c1cc(C(=O)C2CCCCC2)c[nH]1 ?
Mtb FBA inh: 3; CCHF vOTU inh: 1; MazF activator: -1; GDH-TPI counter: 19; FadD28 binding: 0.0; BoNT F protease: 3; Mtb BioA inh: -4.9; Mtb UGM inh: 2.8; DUSP3 inh: 33; Rv3671c inh: -7

How did CC1CCCCC12NC(=O)N(CC(=O)N1CCc3ccccc31)C2=O (configuration not stated) do in these assays?
Mtb FBA inh: -1; CCHF vOTU inh: 13; MazF activator: 5; GDH-TPI counter: 6; BoNT F protease: -7; Mtb BioA inh: -1.2; Mtb UGM inh: 0.6; Rv3671c inh: -1

What do the screens show for `CCOC(=O)c1nc2ccccc2c(C)c1C`?
Mtb FBA inh: 2; CCHF vOTU inh: 1; MazF activator: -1; GDH-TPI counter: -9; FadD28 binding: 0.5; BoNT F protease: 3; Mtb BioA inh: -1.9; Mtb UGM inh: -1.5; DUSP3 inh: 7; Rv3671c inh: -9

How did O=C(C[n+]1ccc(-c2ccccc2)cc1)Nc1ccc([N+](=O)[O-])cc1 do in these assays?
Mtb FBA inh: 0; CCHF vOTU inh: 8; MazF activator: 16; GDH-TPI counter: 17; FadD28 binding: -5.5; BoNT F protease: 15; Mtb BioA inh: 1.7; Mtb UGM inh: 2.5; DUSP3 inh: 16; Rv3671c inh: -1

Results for COc1ccc(S(=O)(=O)N2CCCC2C(=O)n2nc(C)cc2C)cc1 (configuration not stated) ?
Mtb FBA inh: 1; CCHF vOTU inh: -3; MazF activator: -13; GDH-TPI counter: -5; FadD28 binding: -2.0; BoNT F protease: 0; Mtb UGM inh: -0.7; DUSP3 inh: 16; Rv3671c inh: -1

What do the screens show for `O=C(CNCc1ccccc1)Nc1ccc(Cl)cc1`?
Mtb FBA inh: 0; CCHF vOTU inh: 7; MazF activator: 9; GDH-TPI counter: -1; FadD28 binding: -2.2; BoNT F protease: -9; Mtb BioA inh: -1.0; Mtb UGM inh: 2.4; DUSP3 inh: 48; Rv3671c inh: -6

Results for O=[N+]([O-])c1ccc(Sc2cccc3cccnc23)c([N+](=O)[O-])c1 ?
Mtb FBA inh: 1; CCHF vOTU inh: -4; MazF activator: 1; GDH-TPI counter: 2; FadD28 binding: -0.4; BoNT F protease: 6; Mtb BioA inh: 5.7; Mtb UGM inh: 1.2; DUSP3 inh: 43; Rv3671c inh: -27

Results for COc1cccc(CC(=O)NNC(=O)CN(C)S(=O)(=O)c2ccc(C)cc2)c1 ?
Mtb FBA inh: 3; CCHF vOTU inh: 0; MazF activator: 2; GDH-TPI counter: -2; FadD28 binding: -0.9; BoNT F protease: -6; Mtb BioA inh: 0.8; Mtb UGM inh: 1.9; Rv3671c inh: -4

How did CCc1nnc(NC(=O)CN2CCN(Cc3cccc(OC)c3)CC2)s1 do in these assays?
Mtb FBA inh: 1; CCHF vOTU inh: -13; MazF activator: -9; GDH-TPI counter: -3; FadD28 binding: -1.0; Mtb BioA inh: -0.5; Mtb UGM inh: -0.9; DUSP3 inh: 9; Rv3671c inh: 2

How did CC(Sc1cccc(C(F)(F)F)c1)C(=O)NC(N)=O (configuration not stated) do in these assays?
Mtb FBA inh: 2; CCHF vOTU inh: -14; MazF activator: 6; GDH-TPI counter: 4; FadD28 binding: -0.1; BoNT F protease: 5; Mtb BioA inh: -0.8; Mtb UGM inh: -6.1; DUSP3 inh: 22; Rv3671c inh: 8

Results for COc1cccc2sc3ccc(NCc4ccc5c(c4)OCO5)cc3c(=O)c12 ?
Mtb FBA inh: 2; CCHF vOTU inh: 10; MazF activator: -5; GDH-TPI counter: 13; FadD28 binding: -2.2; BoNT F protease: 2; Mtb BioA inh: -0.8; Mtb UGM inh: 0.2; DUSP3 inh: 17; Rv3671c inh: 1

Results for CCOC(=O)CCCSc1nc2sc(C)c(C)c2c(=O)[nH]1 ?
Mtb FBA inh: -2; CCHF vOTU inh: 16; MazF activator: 6; GDH-TPI counter: 0; FadD28 binding: -2.4; BoNT F protease: -5; Mtb BioA inh: -1.8; Mtb UGM inh: -1.7; DUSP3 inh: -12; Rv3671c inh: -1

What do the screens show for `Oc1ccc(-c2csc(Nc3cccc4ccccc34)n2)cc1O`?
Mtb FBA inh: 5; CCHF vOTU inh: 1; MazF activator: 9; GDH-TPI counter: 10; FadD28 binding: -1.5; BoNT F protease: -37; Mtb BioA inh: -1.0; Mtb UGM inh: -2.8; DUSP3 inh: 9; Rv3671c inh: -20

What do the screens show for `COc1ccccc1CN1CC(C(=O)NCCc2ccc(C)o2)CCC1=O` (configuration not stated)?
Mtb FBA inh: 1; CCHF vOTU inh: -6; MazF activator: 3; GDH-TPI counter: -1; FadD28 binding: -0.4; BoNT F protease: 4; Mtb BioA inh: 0.2; Mtb UGM inh: -0.1; DUSP3 inh: -31; Rv3671c inh: 7

Results for Cc1ccc(CS(=O)(=O)c2ccc(C(=O)N3CCN(c4ccccn4)CC3)cc2[N+](=O)[O-])cc1 ?
Mtb FBA inh: 2; CCHF vOTU inh: -2; MazF activator: 6; GDH-TPI counter: 1; FadD28 binding: -1.2; BoNT F protease: -5; Mtb UGM inh: -0.1; DUSP3 inh: 21; Rv3671c inh: -1

Results for CCCCn1c(N)c(N(CCC(C)C)C(=O)C2=NN(c3cc(C)ccc3C)C(=O)CC2)c(=O)[nH]c1=O ?
Mtb FBA inh: 0; CCHF vOTU inh: 17; MazF activator: 0; GDH-TPI counter: 1; FadD28 binding: -2.8; BoNT F protease: 8; Mtb BioA inh: -0.6; Mtb UGM inh: 1.5; Rv3671c inh: 2

What do the screens show for `CCCCn1nnnc1C(C1CC1)N1CCC(n2c(=O)[nH]c3ccccc32)CC1` (configuration not stated)?
Mtb FBA inh: 1; CCHF vOTU inh: -2; FadD28 binding: 1.3; BoNT F protease: -12; Mtb BioA inh: 3.5

Results for COC(=O)c1ccc(C(=O)N2CCCC(C)(C(=O)NS(=O)(=O)C3CC3)C2)cc1 (configuration not stated) ?
Mtb FBA inh: -1; CCHF vOTU inh: 5; GDH-TPI counter: 2; FadD28 binding: -0.6; BoNT F protease: -1; Mtb BioA inh: -0.8

How did O=C(Nc1ccc(Br)cc1F)c1ccncc1 do in these assays?
Mtb FBA inh: -1; CCHF vOTU inh: -8; MazF activator: -2; GDH-TPI counter: 2; FadD28 binding: -3.6; BoNT F protease: -5; Mtb BioA inh: 0.5; Mtb UGM inh: -1.4; DUSP3 inh: 8; Rv3671c inh: 5

How did C=CCN(c1ccccc1OC)S(=O)(=O)c1cccc(C(=O)NCc2ccco2)c1 do in these assays?
Mtb FBA inh: 4; CCHF vOTU inh: -8; MazF activator: 1; GDH-TPI counter: 0; FadD28 binding: -1.8; BoNT F protease: 0; Mtb BioA inh: -1.5; Mtb UGM inh: -0.9; Rv3671c inh: -11

What do the screens show for `COc1ccc(C(=O)N(c2ccccc2)c2nccc3ccccc23)cc1OC`?
Mtb FBA inh: -1; CCHF vOTU inh: -2; MazF activator: 0; GDH-TPI counter: 9; FadD28 binding: -5.5; BoNT F protease: -2; Mtb BioA inh: 3.8

Results for O=C1c2ccccc2C(=O)N1C(CO)C(O)c1ccc([N+](=O)[O-])cc1 (configuration not stated) ?
Mtb FBA inh: 2; CCHF vOTU inh: -8; MazF activator: 0; GDH-TPI counter: -6; BoNT F protease: 8; Mtb BioA inh: 0.3; Mtb UGM inh: 2.8; DUSP3 inh: 13; Rv3671c inh: 2

What do the screens show for `CN1C(=O)CON=C1c1cccc2ccccc12`?
Mtb FBA inh: 2; CCHF vOTU inh: 4; GDH-TPI counter: 11; FadD28 binding: -1.6; BoNT F protease: 3; Mtb BioA inh: 0.0

Results for O=S(=O)(c1cccc2nonc12)N1CCN(c2ccccc2F)CC1 ?
Mtb FBA inh: 0; CCHF vOTU inh: -9; MazF activator: 3; GDH-TPI counter: 4; FadD28 binding: -0.3; BoNT F protease: 0; Mtb BioA inh: 0.4; Mtb UGM inh: -0.2; DUSP3 inh: 22; Rv3671c inh: 1

What do the screens show for `Fc1cccc(-c2csc(-c3ccno3)n2)c1`?
Mtb FBA inh: 3; CCHF vOTU inh: -4; MazF activator: 0; GDH-TPI counter: 15; FadD28 binding: 0.5; BoNT F protease: -2; Mtb UGM inh: -2.3; DUSP3 inh: 16; Rv3671c inh: 1

Hits appear at their usual frequency, and some 4.9% of all compounds hit somewhere here.
